Compound activity (PubChem)
GC-B act: GC-B (human) receptor activation; 370,000 compounds, 0.11% hits; HEK293-GC-B cells, CNP EC30, cGMP TR-FRET; 0% at EC30 CNP, 100% saturating CNP; P20594; activation, % at 10 µM;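 active = activation at 10 µM reaching about 35% in either raw or pattern-adjusted values, limit read from the data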
sPLA2-III inh: Inhibits HGIII-sPLA2 liposome hydrolysis, primary screen | inhibition, % at 12.2 µM | QFRET BODIPY PC-A2 liposome hydrolysis, fluorescence | 370,000 compounds, 0.56% hits | AID 743126;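 active = inhibition above mean plus 3 SD of compounds lying within the high and low control bounds, cut at about 19% in these data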;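 note: 0% = median of test compound wells and 100% = no enzyme DMSO wells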
Target sequence (Q9NZ20 whole entry, looked up): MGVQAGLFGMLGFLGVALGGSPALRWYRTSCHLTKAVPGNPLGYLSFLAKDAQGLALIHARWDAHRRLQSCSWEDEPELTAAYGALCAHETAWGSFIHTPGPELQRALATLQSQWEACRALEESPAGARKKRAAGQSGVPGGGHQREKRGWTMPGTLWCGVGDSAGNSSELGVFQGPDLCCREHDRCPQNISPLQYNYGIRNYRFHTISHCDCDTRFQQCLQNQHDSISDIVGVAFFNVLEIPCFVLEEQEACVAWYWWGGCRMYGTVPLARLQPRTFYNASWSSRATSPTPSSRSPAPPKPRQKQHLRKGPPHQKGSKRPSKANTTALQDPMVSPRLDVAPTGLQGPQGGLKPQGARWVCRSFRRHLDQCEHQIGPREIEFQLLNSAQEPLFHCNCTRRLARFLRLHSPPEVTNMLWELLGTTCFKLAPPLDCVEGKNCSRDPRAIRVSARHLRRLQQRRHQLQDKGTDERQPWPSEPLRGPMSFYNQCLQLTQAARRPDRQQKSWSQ
NPR1 activator: GC-A (human) enzyme activation | P16066 | HEK293 GC-A cells, cGMP TR-FRET, EC30 ANP; 0% at EC30 ANP, 100% saturating ANP | activation, % at 10 µM | 370,000 compounds, 0.14% hits; in the data active = activation above about 40%
KLK7 zymogen act: activators of human kallikrein-7 zymogen; P49862; purified proKLK7, EDANS-DABCYL substrate fluorescence; 100% is mature enzyme control, 0% vehicle; activation, % at 7 µM; 370,000 compounds, 0.9% hits; AID 652039;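 active = activation above the mean of all tested compounds plus 3 SD, computed per campaign excluding outliers beyond control limits, cut at about 13% in these data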
Target sequence (P49862 whole entry, looked up): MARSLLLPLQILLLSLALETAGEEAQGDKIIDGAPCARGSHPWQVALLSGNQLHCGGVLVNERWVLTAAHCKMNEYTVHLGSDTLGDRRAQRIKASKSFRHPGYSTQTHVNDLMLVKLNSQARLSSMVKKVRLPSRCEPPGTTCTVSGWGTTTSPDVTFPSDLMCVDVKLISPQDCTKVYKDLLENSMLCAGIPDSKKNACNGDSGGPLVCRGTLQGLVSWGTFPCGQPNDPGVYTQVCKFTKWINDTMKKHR
DAX1 inh-1: blocks DAX1 repression of SF-1 activated StAR promoter; HEK293T StAR-luciferase reporter, SF-1/DAX-1 repression relief; inhibition, % at 6.8 µM; 370,000 compounds, 1.1% hits; AID 652010;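 active = inhibition above the mean over all tested compounds plus 3 SD, cut at about 3.6% in these data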;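 note: 0% = DAX-1 cells with DMSO and 100% = cells lacking DAX-1 with DMSO; higher inhibition means more luminescence from relief of DAX-1 repression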
ssDAF12 agonist: S. stercoralis DAF-12 activation, primary screen; activation, % at 6.8 µM; 370,000 compounds, 1% hits; AID 652126; HEK293 ssDAF-12/GRIP1 lit1-tk-luc reporter, luminescence; % of 3 µM dafachronic acid response;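 active = activation above the mean over all tested compounds plus 3 SD, cut at about 0.9% in these data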;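 note: 0% = DMSO-only wells and 100% = 3 µM delta7-dafachronic acid wells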
hcDAF12 agonist: activators of H. contortus DAF-12 nuclear receptor; activation, % at 6.8 µM; HEK293 hcDAF-12 lit1-tk-luc reporter, luminescence; 0% DMSO, 100% Δ7-dafachronic acid; 370,000 compounds, 1.4% hits;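 active = activation above the mean of all tested compounds plus 3 SD, cut at about 5.5% in these data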;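 note: 100% = response to 3 µM Δ7-dafachronic acid high control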
GAA850 FXN act: frataxin GAA850 promoter activation; HEK293 lucGAA850 FXN promoter luciferase reporter, 24 h; percent of 10 µM SAHA response; activation, % at 6 µM; 360,000 compounds, 0.56% hits;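 active = activation above the average of all compounds screened plus 3 SD, cutoff fixed separately per campaign, cut at about 7.5% in these data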;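 note: 0% = DMSO wells and 100% = 10 µM SAHA wells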
hgDAF12 agonist: hgDAF-12 agonism, primary luciferase screen. HEK293 GAL4-hgDAF12 UAS-luciferase reporter, agonist luminescence; normalized to butyrate control. activation, % at 6.8 µM. AID 687014. 370,000 compounds, 1.8% hits;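 active = activation above a cutoff set at the mean of all screened compounds plus 3 SD, cut at about 10% in these data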;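 note: 0% = DMSO wells and 100% = sodium butyrate wells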
SMARCA2 act: activators of SMARCA2 function; MG213 cells, MMTV-luciferase reporter, dexamethasone, overnight; activation, % at 9.1 µM; 370,000 compounds, 1% hits; AID 652017; in the data active = activation above about 7.8%;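 note: 0% = vehicle wells and 100% = reference activator wells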
DAX1 inh-2: inhibits human nuclear receptor DAX1; P51843; HEK293 Gal4-DAX1 luciferase reporter, luminescence; inhibition, % at 6.75 µM; 340,000 compounds, 0.99% hits; AID 504766;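 active = inhibition above the mean over all tested compounds plus 3 SD, cut at about 4.2% in these data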;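 note: 0% = DAX1-transfected cells with DMSO and 100% = empty-vector control cells with DMSO; inhibition shows as a rise in luminescence from relieved DAX1 repression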
Target sequence (P51843 207-470 limits assumed): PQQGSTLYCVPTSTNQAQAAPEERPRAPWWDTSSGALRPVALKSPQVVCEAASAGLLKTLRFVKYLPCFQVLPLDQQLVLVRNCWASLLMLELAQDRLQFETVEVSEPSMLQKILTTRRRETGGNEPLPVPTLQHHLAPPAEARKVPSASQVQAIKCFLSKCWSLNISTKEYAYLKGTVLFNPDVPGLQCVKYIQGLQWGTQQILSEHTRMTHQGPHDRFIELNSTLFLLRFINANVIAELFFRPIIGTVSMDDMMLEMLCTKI
* marks the source's active call; other numbers are inactive results.

How did COc1ccc(NC(=O)CSCC(=O)N=c2sccn2C)cc1 do in these assays?
GC-B act: -2.3; sPLA2-III inh: 7.7; NPR1 activator: 2.3; KLK7 zymogen act: 0.4; DAX1 inh-1: 0.3; ssDAF12 agonist: 0.2; hcDAF12 agonist: -1.1; GAA850 FXN act: -1.2; hgDAF12 agonist: 0.3; SMARCA2 act: -3.1; DAX1 inh-2: 0.9

Results for CCO[C@@H]1c2c(ccc3ccc(=O)oc23)OC(C)(C)[C@@H]1O ?
GC-B act: 9.7; sPLA2-III inh: 6.0; NPR1 activator: 0.6; KLK7 zymogen act: 1.6; DAX1 inh-1: 0.2; ssDAF12 agonist: -1.4; hcDAF12 agonist: 1.6; GAA850 FXN act: 0.3; hgDAF12 agonist: 1.0; SMARCA2 act: 0.8; DAX1 inh-2: 0.4

What do the screens show for `Cc1noc(C)c1CSCC(=O)OCC(=O)Nc1ccc(OC(F)(F)F)cc1`?
GC-B act: -8.0; sPLA2-III inh: -8.9; NPR1 activator: -3.7; KLK7 zymogen act: 1.3; DAX1 inh-1: -0.8; ssDAF12 agonist: -1.8; hcDAF12 agonist: 1.1; GAA850 FXN act: -0.7; hgDAF12 agonist: 1.8; SMARCA2 act: -0.3; DAX1 inh-2: -1.3

Results for CCN(CC)CCCNC(=O)c1cc(Sc2nnc(C)s2)nc2ccccc12 ?
GC-B act: 5.6; sPLA2-III inh: 1.4; NPR1 activator: 0.0; KLK7 zymogen act: 0.8; DAX1 inh-1: 0.2; ssDAF12 agonist: -0.5; hcDAF12 agonist: 3.7; GAA850 FXN act: 1.5; hgDAF12 agonist: 3.0; SMARCA2 act: 0.9; DAX1 inh-2: 1.2

How did C=CCCC(=O)N1C[C@H]2CON(C)[C@H]2C[C@H]1c1cccc(Br)c1 do in these assays?
GC-B act: -5.0; sPLA2-III inh: 7.3; NPR1 activator: -2.5; KLK7 zymogen act: -0.1; DAX1 inh-1: -1.0; ssDAF12 agonist: -0.6; hcDAF12 agonist: -0.7; GAA850 FXN act: -1.1; hgDAF12 agonist: -1.2; SMARCA2 act: -3.6; DAX1 inh-2: 0.1

How did CCOC(=O)C1(C)CCN1C(=O)c1cccs1 (stereo not given) do in these assays?
GC-B act: 3.8; sPLA2-III inh: -4.8; NPR1 activator: 3.7; KLK7 zymogen act: -0.2; DAX1 inh-1: -1.4; ssDAF12 agonist: -1.3; hcDAF12 agonist: -0.3; GAA850 FXN act: -0.3; hgDAF12 agonist: -0.1; SMARCA2 act: 4.9

Results for CC(=O)OC1CC2(C)/C(=N\O)CCC2C2CCc3cc(O)ccc3C12 (stereo not given) ?
GC-B act: 8.5; sPLA2-III inh: -5.4; NPR1 activator: 3.4; KLK7 zymogen act: 0.2; DAX1 inh-1: -0.3; ssDAF12 agonist: -0.9; hcDAF12 agonist: -2.0; GAA850 FXN act: -0.1; hgDAF12 agonist: -0.9; SMARCA2 act: -0.6; DAX1 inh-2: 0.0

How did CCCC(=O)Nc1cc(=O)[nH]c2ncnn12 do in these assays?
GC-B act: 0.3; sPLA2-III inh: 2.3; NPR1 activator: 1.6; KLK7 zymogen act: 0.1; DAX1 inh-1: -0.7; ssDAF12 agonist: -0.3; hcDAF12 agonist: -0.1; GAA850 FXN act: 0.5; hgDAF12 agonist: 0.6; SMARCA2 act: -1.6; DAX1 inh-2: 0.2

Results for CCOC(=O)C1CCN(C(=O)c2ccccc2NS(=O)(=O)c2ccc(F)c(F)c2)CC1 ?
GC-B act: 8.5; sPLA2-III inh: -3.9; NPR1 activator: 0.6; KLK7 zymogen act: 0.8; DAX1 inh-1: 0.0; ssDAF12 agonist: -1.4; hcDAF12 agonist: -0.9; GAA850 FXN act: 1.8; hgDAF12 agonist: -1.4; SMARCA2 act: -0.5; DAX1 inh-2: -1.1

Results for CCCCN(C(=O)CSc1nnc(-c2ccccc2OC)n1C)c1c(N)n(Cc2ccccc2)c(=O)[nH]c1=O ?
GC-B act: -1.5; sPLA2-III inh: 6.0; NPR1 activator: -0.9; KLK7 zymogen act: -0.5; DAX1 inh-1: -0.3; ssDAF12 agonist: -1.1; hcDAF12 agonist: 0.0; GAA850 FXN act: -0.9; hgDAF12 agonist: -0.8; SMARCA2 act: 6.3; DAX1 inh-2: -1.2

Results for O=C(Nc1ccc(F)cc1)Nc1c(-c2ccccc2)nc2ncccn12 ?
GC-B act: -3.5; sPLA2-III inh: 12.4; NPR1 activator: -1.7; KLK7 zymogen act: 8.4; DAX1 inh-1: 0.7; ssDAF12 agonist: -0.7; hcDAF12 agonist: -2.8; hgDAF12 agonist: 0.5; SMARCA2 act: -3.1

Results for O=c1cc(-c2ccc(O)c(O)c2)oc2cc(O)c(C3OC(CO)C(O)C(O)C3O)c(O)c12 (stereo not given) ?
GC-B act: -0.8; sPLA2-III inh: -5.2; NPR1 activator: -5.9; KLK7 zymogen act: -0.2; DAX1 inh-1: -0.7; ssDAF12 agonist: -1.4; hcDAF12 agonist: -2.2; GAA850 FXN act: 0.9; hgDAF12 agonist: 0.1; SMARCA2 act: 2.3; DAX1 inh-2: -0.9

Results for Cc1ccccc1NC(=O)Cc1nnc(SCC(=O)N2CCOCC2)n1C ?
GC-B act: 5.0; sPLA2-III inh: 3.5; NPR1 activator: 3.6; KLK7 zymogen act: -0.2; DAX1 inh-1: 0.4; ssDAF12 agonist: -1.1; hcDAF12 agonist: -0.2; GAA850 FXN act: 0.3; hgDAF12 agonist: -3.8; SMARCA2 act: 0.9; DAX1 inh-2: 0.7

How did CC(C)(C)C(=O)Nc1scc(-c2ccc(-c3ccccc3)cc2)c1C(=O)O do in these assays?
GC-B act: 2.5; sPLA2-III inh: -2.7; NPR1 activator: 8.1; KLK7 zymogen act: -0.1; DAX1 inh-1: 0.5; ssDAF12 agonist: -1.3; hcDAF12 agonist: 2.9; GAA850 FXN act: -1.6; hgDAF12 agonist: -2.2; SMARCA2 act: -1.3; DAX1 inh-2: 0.6

Results for CCOc1ccc(NC(=O)CN2CCN(CC(=O)c3ccc(OC)c(OC)c3)CC2)cc1 ?
GC-B act: 2.4; sPLA2-III inh: -3.9; NPR1 activator: 2.5; KLK7 zymogen act: 0.0; DAX1 inh-1: -0.6; ssDAF12 agonist: -1.5; hcDAF12 agonist: -0.3; GAA850 FXN act: 0.3; hgDAF12 agonist: -0.2; SMARCA2 act: 1.5; DAX1 inh-2: -0.3

How did Cc1ccccc1C(=O)N1CCC(C(=O)N(C)CCOc2ccccc2)CC1 do in these assays?
GC-B act: 2.5; sPLA2-III inh: -4.0; NPR1 activator: 2.9; KLK7 zymogen act: 0.3; DAX1 inh-1: -0.7; ssDAF12 agonist: -0.9; hcDAF12 agonist: 1.2; GAA850 FXN act: 2.9; hgDAF12 agonist: -1.5; SMARCA2 act: 0.0; DAX1 inh-2: 0.8

How did CCOc1ccc(C(CC(=O)O)NC(=O)COc2ccccc2)cc1OC (stereo not given) do in these assays?
GC-B act: 3.8; sPLA2-III inh: -1.9; NPR1 activator: -4.7; KLK7 zymogen act: -0.1; DAX1 inh-1: -1.0; ssDAF12 agonist: -0.3; hcDAF12 agonist: -0.3; GAA850 FXN act: 1.7; hgDAF12 agonist: -1.2; SMARCA2 act: -3.3; DAX1 inh-2: 0.9

What do the screens show for `CN1C(=O)c2ccccc2NC(=O)[C@]12O[C@@H]2c1cccc(O)c1`?
GC-B act: -2.3; sPLA2-III inh: -12.0; NPR1 activator: 3.0; KLK7 zymogen act: -1.1; DAX1 inh-1: 1.2; ssDAF12 agonist: -0.9; hcDAF12 agonist: 0.9; GAA850 FXN act: 1.0; hgDAF12 agonist: 1.0; SMARCA2 act: 0.2; DAX1 inh-2: 1.0

Results for C[C@@H]1Cn2cnc(C(=O)N[C@@H](C)C(=O)OC(C)(C)C)c2C(=O)N1 ?
GC-B act: -0.4; sPLA2-III inh: -3.1; NPR1 activator: 0.1; KLK7 zymogen act: 0.4; DAX1 inh-1: 1.0; ssDAF12 agonist: -1.0; hcDAF12 agonist: -0.7; GAA850 FXN act: 0.8; hgDAF12 agonist: -1.3; SMARCA2 act: -3.6; DAX1 inh-2: -0.3

Results for COc1ccc(-c2sc(NC(=O)c3ccc(C)cc3)nc2-c2ccc([N+](=O)[O-])cc2)cc1 ?
GC-B act: -7.9; sPLA2-III inh: 0.8; NPR1 activator: -4.7; KLK7 zymogen act: -0.1; DAX1 inh-1: 0.3; ssDAF12 agonist: -1.3; hcDAF12 agonist: -1.7; GAA850 FXN act: 0.5; hgDAF12 agonist: -1.8; SMARCA2 act: -1.3; DAX1 inh-2: 0.0

Results for COc1cccc(N(C)C(=O)[C@@H](C)[C@@H](O)c2ccc(C(C)=O)cc2)c1 ?
GC-B act: 0.6; sPLA2-III inh: 1.3; NPR1 activator: -1.0; KLK7 zymogen act: -0.2; DAX1 inh-1: -0.8; ssDAF12 agonist: -1.4; hcDAF12 agonist: -1.3; hgDAF12 agonist: 2.0; SMARCA2 act: -2.6

Results for COc1cc(/C=N/n2cnnc2)ccc1OCCSc1ccc(C)cc1 ?
GC-B act: -1.6; sPLA2-III inh: -4.9; NPR1 activator: -5.7; KLK7 zymogen act: -2.0; DAX1 inh-1: 0.0; ssDAF12 agonist: -0.5; hcDAF12 agonist: 4.7; GAA850 FXN act: 6.4; hgDAF12 agonist: 6.5; SMARCA2 act: 4.7; DAX1 inh-2: 0.4

What do the screens show for `CCN(C(=O)Cc1c(C(=O)O)n(CC)c2ccccc12)c1cccc(C(F)(F)F)c1`?
GC-B act: 0.3; sPLA2-III inh: -7.4; NPR1 activator: 3.9; KLK7 zymogen act: 0.2; DAX1 inh-1: 0.1; ssDAF12 agonist: -1.4; hcDAF12 agonist: -0.6; GAA850 FXN act: -1.5; hgDAF12 agonist: -1.2; SMARCA2 act: -3.5; DAX1 inh-2: 0.0

Results for CC(C)Nc1nc(Oc2cccc(Cl)c2Cl)cc(C(F)(F)F)n1 ?
GC-B act: -1.3; sPLA2-III inh: 1.6; NPR1 activator: 0.9; KLK7 zymogen act: -0.4; DAX1 inh-1: -0.4; ssDAF12 agonist: -1.4; hcDAF12 agonist: -0.7; GAA850 FXN act: -0.1; hgDAF12 agonist: 0.0; SMARCA2 act: 1.4; DAX1 inh-2: 0.5

Two compounds picked at random from those above:
Results for CC(C)Nc1nc(Oc2cccc(Cl)c2Cl)cc(C(F)(F)F)n1 ?
GC-B act: -1.3; sPLA2-III inh: 1.6; NPR1 activator: 0.9; KLK7 zymogen act: -0.4; DAX1 inh-1: -0.4; ssDAF12 agonist: -1.4; hcDAF12 agonist: -0.7; GAA850 FXN act: -0.1; hgDAF12 agonist: 0.0; SMARCA2 act: 1.4; DAX1 inh-2: 0.5

Results for C[C@@H]1Cn2cnc(C(=O)N[C@@H](C)C(=O)OC(C)(C)C)c2C(=O)N1 ?
GC-B act: -0.4; sPLA2-III inh: -3.1; NPR1 activator: 0.1; KLK7 zymogen act: 0.4; DAX1 inh-1: 1.0; ssDAF12 agonist: -1.0; hcDAF12 agonist: -0.7; GAA850 FXN act: 0.8; hgDAF12 agonist: -1.3; SMARCA2 act: -3.6; DAX1 inh-2: -0.3
